High-throughput results (PubChem)
OX1R antag-1: blocks the human orexin 1 receptor | O43613 | OX1R-expressing cells, FRET antagonist read-out | inhibition, % at 6.6 µM | 330,000 compounds, 1.8% hits | AID 485270; in the data active = inhibition mostly above about 38%, no sharp cut-off; inactive = mostly below about 40%;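 note: 0% = agonist challenge alone and 100% = reference antagonist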
Target sequence (O43613 whole entry, looked up): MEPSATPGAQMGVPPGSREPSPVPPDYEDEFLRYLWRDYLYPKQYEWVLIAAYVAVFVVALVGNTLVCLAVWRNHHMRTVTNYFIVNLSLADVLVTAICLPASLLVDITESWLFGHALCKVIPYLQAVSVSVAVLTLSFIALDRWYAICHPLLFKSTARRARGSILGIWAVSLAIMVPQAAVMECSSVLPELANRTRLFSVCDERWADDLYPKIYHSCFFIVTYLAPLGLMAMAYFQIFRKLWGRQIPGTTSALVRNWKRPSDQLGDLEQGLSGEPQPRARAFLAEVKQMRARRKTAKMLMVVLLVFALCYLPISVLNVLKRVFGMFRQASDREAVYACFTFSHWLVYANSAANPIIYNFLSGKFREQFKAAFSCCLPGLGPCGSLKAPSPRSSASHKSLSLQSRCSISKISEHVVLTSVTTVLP
OX1R antag-2: blocks the human orexin 1 receptor; CHO/OX1R cells, Fluo-8 calcium fluorescence, orexin A; inhibition, % at 5 µM; 330,000 compounds, 0.43% hits; AID 434989;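 active = inhibition above its plate's threshold, mean inhibition of all tested compounds on the plate plus 3 SD, cut at about 37% in these data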;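 note: 0% = orexin A challenge wells and 100% = SB-334867-A antagonist wells; not every result past the cut was called active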
Active calls of the source: *.

SMILES | OX1R antag-1 | OX1R antag-2
CCOC(=O)CCC(=O)Nc1cc(S(=O)(=O)N2CCOCC2)ccc1N1CCCCC1 | 4 | -40
CC(=O)Nc1ccc(C(=O)Nc2cccc(S(=O)(=O)NC3=NCCC3)c2)cc1 | 6 | -5
Cc1oc2ccc(NS(=O)(=O)c3ccc(C(C)(C)C)cc3)cc2c1C(=O)Nc1ccccc1 | 10 | -10
Cc1ccc2nc(C)c(C(=O)NN=C3CCN(C)CC3)n2c1 | 13 | -22
Cc1ccc(C)c(NS(=O)(=O)c2ccc3[nH]c(=O)oc3c2)c1 | 22 | -12
COc1ccc(OCCOc2ccc(S(=O)(=O)N3CCCC3)cc2[N+](=O)[O-])cc1 | 2 | -7
CCOc1ccc(C(C(=O)NC(C)(C)C)N(CCOC)C(=O)CCC(=O)Nc2nccs2)cc1 (configuration not stated) | 26 | 0
Cc1ccc(-c2cc(-c3ccccc3)no2)c(O)c1 | 17 | -4
COc1cccc(CN2CCN(C(=S)NCc3ccc(Cl)cc3)CC2)c1 | 5 | -3
Oc1cccc(C(O)CNCc2ccc(-c3ccccc3)cc2)c1 (configuration not stated) | 19 | 14
COc1ccc(NC(=O)c2cccc3ccccc23)cc1 | 6 | -2
COc1ccc(N2C(=O)CC(NCC#N)C2=O)cc1 (configuration not stated) | -1 | 1
COc1ccc(COCC(O)CN(Cc2ccccc2)C(C)C)cc1OC (configuration not stated) | 24 | -14
CC1CN(CCCCOc2cccc(Oc3ccccc3)c2)CC(C)O1 (configuration not stated) | 11 | -26
CCN1CCN(C(=O)c2ccc(OCC(=O)Nc3ccc(F)cc3)c(OC)c2)CC1 | 8 | -27
CCc1ccc(N(C(=O)c2csnn2)C(C(=O)NC(C)(C)C)c2ccccn2)cc1 (configuration not stated) | 14 | -29
Cc1cc2cc(C=O)c(Cl)nc2cc1C | 0 | 3
CC(=O)Nc1ccc(C(=O)N(C)C(C(=O)Nc2ccc(C)cc2)c2ccccn2)cc1 (configuration not stated) | 11 | 2
CC(=O)C(c1ccccc1)C(c1ccccc1)C(C)[N+](=O)[O-] (configuration not stated) | 13 | -31
Cc1noc(C)c1COc1ccc(C(=O)OCC(=O)Nc2ccc(C(=O)N(C)C)cc2)cc1 | 18 | -26
Cc1ccc(S(=O)(=O)c2ccc(Oc3cccc(C)c3)cc2)cc1 | 18 | 22
COc1ccc(NC(=O)Nc2ccc3nccnc3c2)cc1 | 62 | -6
COC(=O)c1ccc(C(C(=O)NC2CCCCC2)N(CCc2ccccc2)C(=O)Cc2cccs2)cc1 (configuration not stated) | 13 | -8
CCn1c(SCC(=O)Nc2ccc(S(N)(=O)=O)cc2)nnc1-c1cccc(OC)c1 | 10 | -22
O=[N+]([O-])c1ccc(O)c(C=Nc2ccc3nc(-c4ccccc4)[nH]c3c2)c1 | 8 | -11
(further entries)
SMILES | OX1R antag-1 | OX1R antag-2
CC(C)[C@H](NC(=O)c1ccccc1)C(=O)OCC(=O)c1ccc(S(=O)(=O)N2CCCCC2)cc1 | 12 | -30
Oc1ccc(C(=S)N2CCN(c3cccc(Cl)c3)CC2)cc1 | 22 | -10
CCN1CCN(c2nc(Nc3ccccc3F)nc(N)c2[N+](=O)[O-])CC1 | -1 | -9
CCOC(=O)c1cc(NC(=O)Nc2ccc(OC)c(OC)c2)c(C)nc1C | -4 | -9
COc1cccc(-c2noc(-c3cccnc3)n2)c1 | 30 | -19
NC(=O)c1ccc(NC(=O)CCNC(=O)c2ccco2)cc1 | -4 | 7
N#Cc1nc(-c2cccs2)oc1NCc1ccccc1Cl | 27 | -30
C/C(=N/NC(=O)CN1CCN(Cc2ccccc2Cl)CC1)c1cccs1 | 9 | -24
O=c1c2ccccc2nc2n1C(CSc1ccc(Cl)cc1)CN2 (configuration not stated) | 7 | -6
C/C(=N\N1CCN(c2ccc(Cl)cc2)CC1)c1cccc([N+](=O)[O-])c1 | 7 | -7
CCOC(=O)c1nncc(-c2ccccc2)n1 | 28 | 14
CCOc1cc(N2CCOCC2)c(OCC)cc1NC(=O)Cn1cnc2c(=O)n(C)c(=O)n(C)c21 | 11 | 10
Cn1c(Nc2ccccc2)cc(=O)n(C)c1=O | 4 | -9
COC(=O)c1ccc(COC(=O)CNC(=O)c2ccc(-c3ccccc3)cc2)cc1 | 12 | -16
CCc1ccc(NC(=O)C2C3C=CC(C4CC34)C2C(=O)O)cc1 (configuration not stated) | 12 | -13
Cc1ccc(O)c(NC(=O)c2cc(C)no2)c1 | 4 | 0
CCOC(=O)C1CCN(C(=O)C(C)c2ccc([N+](=O)[O-])cc2)CC1 (configuration not stated) | 14 | 3
O=C(NC(=S)Nc1ccc2c(c1)OCCO2)c1cccc(Br)c1 | 17 | -18
COCC(=O)Nc1ccc(S(=O)(=O)NCCc2ccccc2)cc1 | 6 | 2
Cc1cc(C)n2cc(CSc3nnnn3C)nc2n1 | 15 | -5
O=C(CSc1nnnn1C1CC1)Nc1cccc(S(=O)(=O)N2CCCC2)c1 | 16 | 3
C/C(CC(=O)NCc1ccccc1)=N\NC(N)=S | 14 | -7
Cc1cccc(/C=C/c2onc(C)c2S(=O)(=O)N2CCC(C(=O)N3CCC(C)CC3)CC2)c1 | 5 | -22
COCC(C)NCc1cc(Br)ccc1OC (configuration not stated) | 24 | -6
Cc1cc(NC(=O)CSc2ccc3nnc(CCNC(=O)c4ccccc4)n3n2)no1 | 14 | -11
(list continues)
SMILES | OX1R antag-1 | OX1R antag-2
Cc1cc(NC(=O)CCCSc2nc(-c3ccco3)cc(C(F)(F)F)n2)no1 | 14 | -21
O=C(/C=C/Nc1cccc(C(F)(F)F)c1)c1ccc(Oc2ncccn2)cc1 | -2 | -12
CC(O)Cc1cn([C@@H](CCCCN)C(=O)N2CCNCC2)nn1 (some centres not stated) | 27 | 9
COc1ccc(CN(C(=O)CO/N=C/c2ccccc2)c2ccccc2C(=O)O)cc1 | 27 | -24
CC(=O)Nc1ccc(C(=O)Nc2cc(C(F)(F)F)ccc2-n2cnc3ccccc32)cc1 | 14 | -27
Cc1ccc(-c2n[nH]c(=S)n2/N=C/c2c(C)[nH]n(-c3ccccc3)c2=O)cc1 | 13 | -16
COc1ccccc1C(=O)NCCC(=O)Nc1ccc(C)cn1 | 12 | -10
COc1ccccc1NC(=O)C1CCCN1C(=O)NCc1ccccc1 (configuration not stated) | 44 | -5
CC(=O)Nc1ccc(N2C(=O)CC(N3CC(C)OC(C)C3)C2=O)cc1 (configuration not stated) | 15 | -12
O=C1CC2(CCN(C(=O)C3CC(=O)N(c4ccc(F)cc4)C3)CC2)Oc2ccccc21 (configuration not stated) | 12 | -1
O=C(NNc1nc2c(F)cccc2s1)C1=COCCO1 | 21 | -15
COc1ccc(Cl)cc1S(=O)(=O)n1c([N+](=O)[O-])cnc1C | 15 | -7
CCOc1ccc(S(=O)(=O)N(CC(=O)O)c2ccc(C)cc2)cc1 | 5 | -6
O=C(/C=C/Nc1ccc(S(=O)(=O)Nc2cnc3ccccc3n2)cc1)c1cccnc1 | 17 | -24
COC(=O)c1ccc(/C=N/NC(=O)C2CC(=O)N(c3ccc(F)cc3)C2)cc1 (configuration not stated) | 1 | -15
Cc1c(C(=O)Nc2nc(-c3ccccn3)cs2)oc2ccccc12 | 3 | 18
CCC(=O)NC(=S)Nc1ccccc1OC | 14 | 4
CC(C)(C)C(=O)NC1(C(F)(F)F)C(=O)Nc2c1c(=O)[nH]c(=O)n2Cc1ccco1 (configuration not stated) | -4 | -17
O=C(CN1CCN(Cc2ccc(F)cc2)C1=O)NC1CCCC1 | 0 | -6
CCCCCC(=O)N/N=C(\C)c1ccc(Cl)cc1 | 3 | -45
CCN(CC)CCCNCC(=O)Nc1ccc2c(c1)CCC2 | 13 | -13
C[C@H](CO)N1C[C@H](C)[C@@H](CN(C)S(C)(=O)=O)Oc2ccc(NS(=O)(=O)c3ccccc3)cc2C1=O | 7 | -7
O=C(NC1CCS(=O)(=O)C1)c1c(NC(=O)C2COc3ccccc3O2)sc2c1CCCC2 (configuration not stated) | 9 | -28
CCN1CCN(CCCN(Cc2ccco2)C(=S)Nc2cc(Cl)ccc2C)CC1 | 11 | -17
N#Cc1nccnc1S(=O)(=O)c1cccs1 | 109* | 31
Other compounds.
SMILES | OX1R antag-1 | OX1R antag-2
CCCn1c2ccccc2c2cnn(CC(=O)OC)c(=O)c21 | 1 | -20
C=CCOC(=O)C1=C(C)NC(C)=C(C(=O)OCC=C)C1/C=C/c1ccccc1 | 39 | -15
COc1cccc(-c2cc(C(=O)N/N=C/c3ccco3)c3ccccc3n2)c1 | 13 | -25
Cn1nccc1C(=O)NC1CCCc2c1cnn2-c1ccc(C(C)(C)C)cc1 (configuration not stated) | 49* | 22
N#C/C(=C\c1cccc(OC(=O)c2cccs2)c1)C(N)=O | 17 | -17
N#Cc1ccccc1NC(=O)CSc1nnc(-c2ccccc2O)n1-c1ccccc1 | 43* | 9
O=C(CSc1nc2ncccc2[nH]1)Nc1ccc2c(c1)OCO2 | 4 | -14
CC(=O)NCc1ccc(C(=O)CCl)s1 | 9 | 11
Cc1c(NC(=O)CC(O)(C(F)(F)F)C(F)(F)F)c(=O)n(-c2ccccc2)n1C | 20 | -7
O=C(/C=C/c1ccc(Cl)c([N+](=O)[O-])c1)NCc1cccnc1 | 53 | -7
CCOC(=O)C1CCCN(C(=O)c2ccc3oc(CCc4ccccc4)nc3c2)C1 (configuration not stated) | 20 | -34
CCOC(=O)[C@H]1[C@H]2COc3cc(OC)ccc3[C@@H]2N2C(=O)c3cc(OC)c(OC)cc3NC(=O)[C@@]12C | 12 | -9
COc1ccc(NC(=O)c2cc(C(C)C)on2)c(OC)c1 | 10 | -4
Cc1ccccc1C(=O)NCCN1CCOCC1 | 13 | 0
COc1cccc(C2=NN(C(=O)c3ccco3)C(c3ccco3)C2)c1 (configuration not stated) | 28 | -33
Cc1cccnc1NC(=O)c1ccc(S(=O)(=O)N2CCCCCC2)cc1 | 7 | -14
CN(CC(=O)Nc1ccccc1C(F)(F)F)C(=O)CSc1nnc(-c2ccncc2)n1C | 7 | -17
O=C1CC(c2ccccc2)CC2=C1C(c1ccccn1)Nc1ccccc1N2 (configuration not stated) | 3 | -26
Cc1nnc(N)nc1C | 19 | -15
COc1ccc(-c2cnnc(N/N=C/c3ccc(C)o3)n2)cc1 | 17 | -24
Cc1cc(NC(=O)CSCC(=O)N2CCN(c3ccccc3)CC2)no1 | 5 | -40
S=C(NCc1ccncc1)Nc1ccccc1 | 2 | -3
c1ccc2oc(CCc3nc4ccccc4o3)nc2c1 | 16 | -12
CC(=O)c1cc2c(=O)c3cc(C)ccc3oc2nc1C | 33 | 0
COC(=O)c1sc(S(=O)(=O)NC(C)C(=O)O)c(C(=O)OC)c1C (configuration not stated) | 28 | -9
Going on with the list.
SMILES | OX1R antag-1 | OX1R antag-2
COc1cccc(Nc2nn3c(=O)c4ccccc4nc3s2)c1 | 39* | 14
CCOC(=O)Cn1c(=O)c(C#N)cn(C(C)C)c1=O | 8 | 8
O=C(CCc1nnc(CCCc2ccccc2)o1)NCCN1CCOC1=O | 7 | -2
NC(=O)NCc1cccc(Cl)c1 | 6 | 12
Cc1cc(-c2nn(-c3ccccc3F)cc2CN2CCC(C(N)=O)CC2)c(C)s1 | 3 | -31
O=C(CS(=O)(=O)Cc1ccccc1)Nc1nc2ccccc2s1 | 13 | -25
O=C(O)c1ccc(CSc2nc(-c3ccc(Cl)cc3)cc(C(F)(F)F)n2)cc1 | 34 | -10
O=C(O)c1cc(S(=O)(=O)N2CCCCC2)ccc1F | 20 | -15
O=S1(=O)CC2SC(=S)N(Cc3ccccc3)C2C1 (configuration not stated) | 6 | -15
COc1ccc(CN(C)C(=O)[C@H](Cc2ccccc2)NC(=O)c2ccco2)c(OC)c1 | 15 | -11
O=S(=O)(Nc1ccc(-c2nc3cccnc3s2)cc1)c1cc(F)ccc1F | 13 | -17
COc1ccc(-n2cc(CNCCc3cnc[nH]3)c(-c3cccc(F)c3)n2)cc1 | 17 | -13
Fc1ccc(Sc2nc(-c3ccccc3)nnc2C(F)(F)F)cc1 | -7 | -13
CCc1nnc(NC(=O)c2cc(C)nc3ccccc23)s1 | 10 | -27
CC1CC(C)CN(S(=O)(=O)CCNC(=O)c2ccc3c(c2)OCO3)C1 (configuration not stated) | 12 | -18
CCC(=O)Nc1nc2ccc3sc(C)nc3c2s1 | 30 | 3
Cc1ccc(S(=O)(=O)NCc2ccccc2)s1 | 15 | -15
